Assay outcomes as filed in PubChem.
GLS inh: qHTS for Inhibitors of Glutaminase (GLS); 410,000 tested, 0.21% active; GLS enzymatic activity, qHTS titration; AID 624170, 2012; Glutaminase kidney isoform, mitochondrial (Homo sapiens), O94925; Potency, µM (highest dose often 45.5 µM), without a hit: at the top dose activity change, negative = inhibition, usual class: inhibitors; also: % is scaled to controls: 0 for no effect and ±100 for the full control effect
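Compounds were pin-transferred onto hKGA, after which L-glutamine (1 mM solution) and a detection mix of glutamate oxidase, HRP and Amplex Red were added. Initial and 30 min RT fluorescence reads were collected.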
RGS4 inhibitor: Inhibitors of Regulator of G Protein Signaling (RGS) 4: qHTS | Regulator of G-protein signaling 4 (Homo sapiens), P49798 | 390,000 tested, 0.039% active | AID 504845, 2011 | Transcreener GDP fluorescence polarization, RGS4-accelerated GTP hydrolysis | Potency, µM (top dose mostly 114 µM), inactives show at the highest dose activity change, negative = inhibition, usual class: inhibitors; also: % is scaled to controls: 0 for no effect and ±100 for the full control effect; nearly all actives have a fitted effect of over 75% in size; some results filed as inactive show a strong effect at the top dose
Target sequence (P49798 whole entry, looked up): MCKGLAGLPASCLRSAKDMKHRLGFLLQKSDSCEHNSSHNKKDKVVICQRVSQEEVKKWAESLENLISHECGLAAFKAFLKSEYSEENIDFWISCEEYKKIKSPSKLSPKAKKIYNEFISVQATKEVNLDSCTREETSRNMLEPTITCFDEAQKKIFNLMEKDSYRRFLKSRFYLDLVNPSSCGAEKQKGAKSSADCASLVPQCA
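MLSMR compounds (23 nl, pin-transferred) preincubated 10 min at room temperature with a 500nM (2x) first reagent, then RGS4 at 900nM (2x) plus Transcreener GDP mix added; fluorescence polarization (620/688 nm) read before and after 90 min at 30 °C.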
ERG-DNA inh: qHTS for Small Molecule Inhibitors of the ERG Ets/DNA interaction. Transcriptional regulator ERG (Homo sapiens), P11308. fluorescence polarization, His-ERG Ets domain / labelled DNA. Potency, µM (titrated, usually from 76.9 µM), without a hit: at the highest dose FP activity, negative = inhibition, actives largely listed as inhibitors. 370,000 tested, 0.028% active; active = well fitted inhibition curve with a large enough effect in the polarisation, with a control signal flat; inconclusive = small, poorly fitted or top-dose-only effect, or effect the other way, or a change in a side signal; inactive = no such curve, though single readings can be large or run the other way; the % refers to the polarisation;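 also: polarization taken with two DNA probes labelled with fluorescein and Texas red; % of control where 0% means no effect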
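His-tagged ERG Ets domain (1 uM in the protein solution; 300mM KCl, 50mM Tris-HCl, 1mM EDTA, 1mM DTT, pH 7.5) received compound, then a probe mix of 5 nM fluorescein-DNA and 100nM Texas-615-DNA. Fluorescence polarization was read for both dyes.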
JMJD2A Tudor: qHTS Assay for Inhibitors of JMJD2A-Tudor Domain | Lysine-specific demethylase 4A (Homo sapiens), O75164 | AlphaScreen JMJD2A-Tudor / H3K4me3 peptide binding | Potency, µM (top dose mostly 114 µM), without a hit: at the top dose activity change, negative = inhibition, hits mostly inhibitors | 390,000 tested, 4.4% active | AID 504339, 2011; also: % is scaled to controls: 0 for no effect and ±100 for the full control effect; nearly all actives have a fitted effect of over 50% in size
12-LOX inh: Primary qHTS assay for inhibitors of human arachidonate 12S-lipoxygenase (ALOX12): Round 2; Polyunsaturated fatty acid lipoxygenase ALOX12 (Homo sapiens), P18054; purified 12hLO, xylenol orange hydroperoxide absorbance; Potency, µM (highest dose often 108 µM), for the others: top-dose activity change, negative = inhibition, usual class: inhibitors; 580,000 tested, 1.1% active; also: % is scaled to controls: 0 for no effect and ±100 for the full control effect
Target sequence (P18054 whole entry, looked up): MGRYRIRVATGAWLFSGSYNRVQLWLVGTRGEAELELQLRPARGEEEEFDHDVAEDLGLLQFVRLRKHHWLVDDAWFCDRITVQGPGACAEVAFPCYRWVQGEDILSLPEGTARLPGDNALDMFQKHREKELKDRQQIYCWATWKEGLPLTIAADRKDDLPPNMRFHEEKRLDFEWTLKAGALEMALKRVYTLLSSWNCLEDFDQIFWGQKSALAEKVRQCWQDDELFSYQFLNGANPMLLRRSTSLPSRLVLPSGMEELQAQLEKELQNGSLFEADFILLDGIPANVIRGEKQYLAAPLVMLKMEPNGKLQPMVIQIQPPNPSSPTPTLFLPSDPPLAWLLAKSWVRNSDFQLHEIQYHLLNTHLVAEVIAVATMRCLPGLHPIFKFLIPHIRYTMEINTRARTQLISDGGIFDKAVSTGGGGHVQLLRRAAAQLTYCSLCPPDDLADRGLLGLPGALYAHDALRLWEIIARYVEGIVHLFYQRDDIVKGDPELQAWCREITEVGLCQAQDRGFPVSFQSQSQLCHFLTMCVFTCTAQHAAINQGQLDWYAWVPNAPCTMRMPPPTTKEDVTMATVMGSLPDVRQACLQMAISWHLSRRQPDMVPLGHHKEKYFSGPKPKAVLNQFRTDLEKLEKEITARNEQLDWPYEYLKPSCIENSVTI
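Purified human 12hLO at 150 nM in 25 mM Hepes, 0.01% Triton X-100, pH 7.0, preincubated 15 min at room temperature with compound. Reaction started with 40 uM arachidonic acid, 30 min at room temperature. Hydroperoxide measured by Fe-xylenol orange, 573/405 nm absorbance ratio.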
HP1b binding inh: HTS for Inhibitors of HP1-beta Chromodomain Interactions with Methylated Histone Tails; Chromobox protein homolog 1 (Homo sapiens), P83916; AlphaScreen HP1-beta / biotin-H3K9me3 peptide binding; Potency, µM (top dose mostly 114 µM), for the others: top-dose activity change, negative = inhibition, usual class: inhibitors; 390,000 tested, 0.56% active; AID 540317, 2011; also: nearly all actives have a fitted effect of over 70% in size; inactives centre near 23
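HP1-beta protein (50 nM final) preincubated 30 min at room temperature with biotinylated H3(1-18)K9me3 peptide (50 nM) in PBS pH 7.4, 0.01% Tween-20, then compound added for 30 min. AlphaScreen streptavidin donor/nickel chelate acceptor beads (10 ug/mL final), 30 min dark, luminescence read.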
TrxR1 inh: qHTS Assay for Inhibitors of Mammalian Selenoprotein Thioredoxin Reductase 1 (TrxR1): qHTS | Thioredoxin reductase 1, cytoplasmic (Rattus norvegicus), O89049 | recombinant rTrxR1, NADPH fluorescence consumption, selenite substrate | Potency, µM (highest dose often 114 µM), without a hit: top-dose activity change, negative = inhibition, usual class: inhibitors | 390,000 tested, 1% active | AID 588453, 2011; also: % is scaled to controls: 0 for no effect and ±100 for the full control effect; nearly all actives have a fitted effect of over 65% in size
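Rat TrxR1 (90 nM in the dispensed reagent) was pre-reduced with 400 uM NADPH for 5 min at room temperature, then incubated with compound for 15 min. After 400 uM selenite was added, NADPH fluorescence (Ex 340/Em 450 nm) was followed for 8 min.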
Tb PGK inh: qHTS Assay to Find Inhibitors of Phosphoglycerate Kinase. PGK/GAPDH coupled, Kinase-Glo luminescence, 60 min. AID 602233, 2012. 380,000 tested, 0.043% active. Phosphoglycerate kinase, glycosomal (Trypanosoma brucei brucei), P07378. Potency, µM (top dose mostly 57.5 µM), for the others: at the top dose activity change, negative = inhibition, actives largely listed as inhibitors; also: % is scaled to controls: 0 for no effect and ±100 for the full control effect; nearly all actives have a fitted effect of over 60% in size
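Luminescent ATP detection (Kinase-Glo Plus) follows a 60-minute room-temperature incubation, with wells lacking PGK as controls. Buffer: 100 mM TEA (pH 7.6), 5 mM MgCl2, 0.01% Tween-20. Coupling enzyme GAPDH (100 nM final) supplies unstable 1,3-BPG in-well.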
Pin1 inhibitor: qHTS Assay to Find Inhibitors of Pin1. Peptidyl-prolyl cis-trans isomerase NIMA-interacting 1 (Homo sapiens), Q13526. Pin1 FP peptide displacement, HiFluor488, 10 min. Potency, µM (highest dose often 115 µM), inactives show at the top dose activity, negative = inhibition, most hits filed as inhibitors. 390,000 tested, 0.009% active. AID 504891, 2011; active = well fitted inhibition curve with a large enough effect in the polarisation, with a control signal flat, not every such curve was filed as active; inconclusive = small, poorly fitted or top-dose-only effect, or effect the other way, or a change in a side signal; inactive = no such curve, though single readings can be large or run the other way; the % refers to the polarisation; also: % is scaled to controls: 0 for no effect and ±100 for the full control effect
Target sequence (Q13526 whole entry, looked up): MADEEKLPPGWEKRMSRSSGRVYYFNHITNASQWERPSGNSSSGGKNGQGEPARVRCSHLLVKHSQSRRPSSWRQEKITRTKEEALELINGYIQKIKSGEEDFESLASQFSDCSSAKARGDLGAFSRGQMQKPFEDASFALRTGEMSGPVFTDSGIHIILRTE
Numbers without * were called inactive; i = inactive; u = inconclusive; x = not tested or not shown; [ ] = remark or other dose. Unless noted, calls follow the shape of the dose curve; as a rule, active = well fitted curve in the direction sought with a large enough effect; inconclusive = small, poorly fitted or top-dose-only effect, or another doubt; inactive = no such curve, though single readings can be large; an effect the other way counts as inactive or inconclusive. Potency is read from the fitted curve at half-maximal effect. This is a subset; rates above refer to the full screens.

JMJD2A Tudor	RGS4 inhibitor	TrxR1 inh	12-LOX inh	HP1b binding inh	molecule	ERG-DNA inh	Tb PGK inh	Pin1 inhibitor	GLS inh
-11%	-3%	2%	2%	44%[activator]	O=C(Nc1ccc(F)cc1)OCCN1CCN(Cc2ccccc2)CCC1=O	-1%	-6%	0%	-1%
19%	-8%	14%	3%	57%[activator]	Cc1ccc(-c2cc(C(=O)N3CC4(C)CC3CC(C)(C)C4)no2)cc1 (stereo not given)	4%	-8%	-5%	-1%
-19%	-11%	-2%	4%	73%[activator]	CC1CC(C)CN(S(=O)(=O)c2ccc(C(=O)NN3CCOCC3)cc2)C1 (stereo not given)	-1%	x	-1%	8%
-32%	-15%	13%[57.1 µM]	-18%	-6%[57 µM]	Cc1ccccc1-c1csc(N)n1	12%	i	-11%	0%
-2%	-8%	-8%	-26%	63%[activator]	COc1ccc(N2CCN(c3ncccc3-c3nc(-c4ccccc4C)no3)CC2)cc1	-1%	-6%	-13%	0%
-11%	u	31%[57.1 µM]	2%	7%	CN(C)c1ccnc(-n2cccc2/C=N/OCc2ccc(F)cc2Cl)c1C#N	5%	-8%	18%	0%
-11%	-36%	13%	u	20%	Cc1ccc(C)c(NC(=S)NC(NC(=O)Cc2cccc3ccccc23)C(Cl)(Cl)Cl)c1 (stereo not given)	x	-1%	24%	0%
4%	-20%	17%	-3%	22%	CCOc1ccc(S(=O)(=O)NCc2csc(C)n2)cc1	7%	x	-8%	-1%
-18%	-35%	-6%	u	2%	CC1CCCCC12NC(=O)N(CC(=O)NC(=O)Nc1ccc3c(c1)OCCO3)C2=O (stereo not given)	-1%	-5%	2%	-1%
2%	9%	19%	u	53%	O=C(Cc1ccc(Cl)cc1)NC1CCCN(Cc2ccccc2F)C1 (stereo not given)	7%	6%	1%	-2%
68%[activator]	-48%	u	x	143%	Cc1cccc(/N=C/c2c(O)ccc3oc4c(c23)CCCC4)n1	x	i	-2%	18%
-19%	-6%	23%	u	36%[activator]	O=C(COc1ccc2c3c(c(=O)oc2c1)CCC3)NC1CCCCC1	x	x	-8%	-8%
-3%	18%	-3%	1%	22%	O=C(Cc1ccccc1)NC1CCN(S(=O)(=O)c2cccc(F)c2)CC1	3%	-1%	1%	7%
-25%	-28%	12%[57.1 µM]	3%	14%	CC1=Nc2ccccc2N=C(NC(=O)CSc2nnnn2-c2ccccc2)C1c1ccccc1 (stereo not given)	-5%	-7%	19%	7%
24%	7%	13%	217%[activator]	65%[activator]	N/C(=N\OC(=O)c1cccs1)c1ccc(Cl)cc1	3%	-13%	1%	-2%

Next part
JMJD2A Tudor	RGS4 inhibitor	TrxR1 inh	12-LOX inh	HP1b binding inh	molecule	ERG-DNA inh	Tb PGK inh	Pin1 inhibitor	GLS inh
-16%	15%	4%	-12%	-9%	Cc1cc(C)cc(NC(=O)C(Cc2ccccc2)N2Cc3ccccc3C2=O)c1 (stereo not given)	1%	i	-4%	-14%
-9%[57.1 µM]	1%	-9%	x	-9%[57 µM]	CCOc1cccc(C2C=C(c3ccc4c(c3)OCO4)NC(c3ccc(Cl)cc3)N2)c1O (stereo not given)	x	x	-1%	x
-16%	-14%	4%	384%[activator]	13%	CC(NCC(=O)Nc1ccccc1C(=O)NC1CC1)c1ccccc1Cl (stereo not given)	-13%	-4%	-3%	1%
u	u	17%[57.1 µM]	-26%	-12%	COc1ccc(S(=O)(=O)NC(C)CCc2ccccc2)cc1 (stereo not given)	1%	-3%	2%	0%
-11%	-6%	17%	-11%	49%[activator]	O=C(CNS(=O)(=O)c1ccc(Br)s1)N1CCN(c2ccccc2F)CC1	-6%	i	u	6%
-13%	31%	15%	206%[activator]	u	CN(C(=O)CCc1ccccc1)c1nnc(-c2ccncc2)s1	-6%	0%	1%	-3%
-22%	29%[11.4 µM]	28µM*	0%	57%[activator]	Cc1oc(-c2ccccc2F)nc1CS(=O)CC(=O)NC1CCCC1 (stereo not given)	3%	-5%	-5%	0%
-18%	-40%	2µM*	x	16%	O=C(CCl)N1N=C(c2ccco2)CC1c1cccs1 (stereo not given)	27%	4%	4%	10%
-6%	7%	15%	-7%	34%	CCSc1nc2sc3c(c2c(=O)[nH]1)CCc1ccccc1-3	-3%	x	-11%	-24%
-16%	-19%	16%	0%	34%	COc1ccc(NC(=O)C/C(C)=N/NC(=O)C(=O)Nc2cccc(Cl)c2C)c(OC)c1	7%	-9%	-8%	11%
-16%	1%	4%	-5%	35%	C[C@@H]1C=C(C(=O)N2CCN(C)CC2)O[C@H](OCc2ccc(CO)cc2)C1	-9%	10%	-5%	-3%
-28%	3%	13%	-15%	-8%[57 µM]	COc1cccc(N2CCN(S(=O)(=O)c3ccc(-c4coc(C)n4)cc3)CC2)c1	1%	8%	44%[activator]	6%
-21%	-28%	-2%[57.1 µM]	-17%	-3%	Cc1nc([N+](=O)[O-])c(NCCO)n1Cc1ccccc1	-2%	i	-8%	5%
3.2µM*	u	u	u	u	O=c1c2ccccc2n2c(=S)[nH]nc2n1-c1ccccc1	-4%	i	-14%	u
-24%	-7%	6%	-28%	16%	CSC1=NC2(CCN(C(=O)NC3CCCCC3)CC2)N=C1c1ccc(C)c(C)c1	-4%	-9%	-2%	4%

Later entries:
JMJD2A Tudor	RGS4 inhibitor	TrxR1 inh	12-LOX inh	HP1b binding inh	molecule	ERG-DNA inh	Tb PGK inh	Pin1 inhibitor	GLS inh
-8%	-2%	19%[57.1 µM]	u	40%[activator]	COC(=O)C1=C(C)N(Cc2ccccc2)C(=O)N[C@H]1c1cccc(F)c1	-7%	1%	1%	3%
14µM*	-3%	-44%	-12%	14µM*	O=[N+]([O-])c1ccc(N/N=C2\CC3CC=CC23)c([N+](=O)[O-])c1 (stereo not given)	-10%	7%	-1%	7%
4%	2%	16%	-21%	37%	O=C(Nc1ccc(Br)cc1)c1cc(-c2cccs2)nc2ccccc12	-3%	-10%	18%	-2%
-31%[11.4 µM]	-5%[11.4 µM]	-14%	-1%	11%	Cn1cc(C(=O)NCCc2ccccc2)c(=O)c2cc(S(=O)(=O)N3CCOCC3)ccc21	7%	-2%	-7%	-26%
6%	3%	16%	257%[activator]	28%	COC(=O)C1=C(N)Oc2cc(C)n(CC3CCCO3)c(=O)c2C1c1ccccc1OC (stereo not given)	-2%	3%	-3%	20%
-11%	5%	-20%[57.1 µM]	-2%	27%	CCS(=O)(=O)NCC(c1cccnc1)N1CCN(c2ccccc2)CC1 (stereo not given)	4%	4%	-64%	25%
2%	-3%	8%	3%	35%[activator]	CC(=O)C1CCC2C3CCC4CC(=O)CCC4(C)C3C=CC12C (stereo not given)	0%	-2%	-3%	-14%
1%	11%	5%	u	14%	COc1ccc(-c2nc(N)sc2C2(O)C(=O)Nc3c(Br)cc(F)cc32)cc1OC (stereo not given)	2%	i	-4%	0%
-14%	-2%	-23%	8%	u	O=C(NC(=S)Nc1ccccc1N1CCOCC1)c1ccc([N+](=O)[O-])cc1	7%	i	0%	-5%
-20%	0%	21%	-32%	41%	Cc1cccc(C)c1NC(=O)c1c(C)nn(-c2ccccc2)c1Cl	-15%	-2%	9%	12%
56µM*	1%	-17%[57.1 µM]	u	u	N#Cc1c(NCCCO)nc(NCc2ccccc2)c2c1CCN(Cc1ccccc1)C2	5%	-6%	-4%	2%
-22%	1%	-19%	-11%	18%	CCc1ccc2oc(-c3cccc(NC(=O)c4ccc(-c5cccc([N+](=O)[O-])c5)o4)c3)nc2c1	5%	-4%	u	8%
-19%	-22%	11%	10%	62%[activator]	Nc1nonc1-n1nnc(C(=O)N/N=C/c2cccc(F)c2)c1CN1CCCC1	10%	8%	-6%	-1%

Results in 12-LOX inh, Tb PGK inh and JMJD2A Tudor, for some of the entries so far:
canonical_smiles,12-LOX inh,Tb PGK inh,JMJD2A Tudor
O=C(NC(=S)Nc1ccccc1N1CCOCC1)c1ccc([N+](=O)[O-])cc1,8%,i,-14%
COC(=O)C1=C(C)N(Cc2ccccc2)C(=O)N[C@H]1c1cccc(F)c1,u,1%,-8%
N#Cc1c(NCCCO)nc(NCc2ccccc2)c2c1CCN(Cc1ccccc1)C2,u,-6%,56µM*
